SR-BI HDL uptake: inhibitors of SR-BI mediated HDL lipid uptake, primary screen, ldlA[mSR-BI] cells, fluorescence, single point. Scavenger receptor class B member 1 (Mus musculus), Q61009. ldlA[mSR-BI] CHO cells, DiI-HDL uptake fluorescence, 3 h. inhibition, % at 12.5 µM. 320,000 tested, 0.96% active. AID 488896, 2010;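 active means mean replicate inhibition of at least 70% and a set share of replicates each scoring 70 or more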;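 further: 0% = median of neutral control wells and 100% = median of positive control wells; values of inactives mirror those of a sister screen read the other way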
DSG3 Ab inh: inhibitors of pemphigus antibody binding to DSG3, primary screen, biochemical, bead-based, flow cytometry, scFv-GFP | Desmoglein-3 (Homo sapiens), P32926 | DSG3-coupled beads, scFv-anti-DSG3-GFP binding; stronger effect = lower value | binding (percent of control), % at 10 µM | 310,000 tested, 0.48% active | AID 588358, 2011;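 active means binding more than 3 SD below its plate's average and above zero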;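 further: hits lower antibody fragment binding to DSG3; some compounds called inactive have numbers as strong as hits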
NSD2 HMT inh: NSD2 histone methyltransferase inhibitors, primary screen, biochemical, AlphaScreen, single concentration, set 2 | Histone-lysine N-methyltransferase NSD2 (Homo sapiens), O96028 | NSD2 peptide methylation, 120 min | inhibition, % at 12.5 µM | 310,000 tested, 0.54% active; in the data active means inhibition above about 50%
SUMO Mot1 rescue: yeast Mot1-301 growth rescue at high temperature, primary screen, SUMOylation pathway inhibitor project, S. cerevisiae, ATP luminescence, 38.5C; growth rescue, % at 18.8 µM; 320,000 tested, 1% active; S. cerevisiae Mot1-301 growth rescue; percent above DMSO median, 100 means doubled;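 active means every valid replicate shows activation above 250% relative to neutral control wells; inactive means the rest, any valid replicate at or below 250%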;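 further: OY570 slx delta 5 strain wells were the positive control but not used for scaling; some compounds called inactive have numbers as strong as hits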
MITF act: activators of MITF-driven TRPM1 promoter reporter, primary screen, cell-based, SK-MEL-5, luciferase, single point | SK-MEL-5 TRPM1-promoter luciferase, 24 h; % of positive control, neutral wells = 0 | activation, % at 12.5 µM | 300,000 tested, 0.75% active | AID 588334, 2011;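 active means mean activation of at least 80% with every replicate also reaching 80%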;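 further: 0% = neutral control wells and 100% = parthenolide positive control wells; values of inactives mirror those of a sister screen read the other way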
CDK5 inh: inhibitors of human CDK5/p35 kinase, primary screen, biochemical, single concentration. 330,000 tested, 0.01% active. Recombinant CDK5/p35, ADP-Glo luminescence, 60 min. AID 488839, 2010. inhibition, % at 10 µM;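 active means highest replicate inhibition of at least 50% and at least 75% of replicates reaching 50%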;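 further: plate controls were DMSO neutral control for no effect and GW8510 at 10 µM for full effect; many of its hits are not listed in these tables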
Target sequence (Q00535 whole entry, looked up): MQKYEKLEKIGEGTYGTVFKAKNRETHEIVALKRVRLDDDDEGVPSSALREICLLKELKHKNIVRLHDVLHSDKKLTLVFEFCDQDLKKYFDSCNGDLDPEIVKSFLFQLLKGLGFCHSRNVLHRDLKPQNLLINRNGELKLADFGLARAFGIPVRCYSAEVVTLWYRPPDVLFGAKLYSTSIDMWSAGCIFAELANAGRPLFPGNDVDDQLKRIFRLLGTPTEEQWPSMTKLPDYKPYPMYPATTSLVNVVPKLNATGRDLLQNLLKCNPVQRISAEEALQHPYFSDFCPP
Target sequence (Q15078 whole entry, looked up): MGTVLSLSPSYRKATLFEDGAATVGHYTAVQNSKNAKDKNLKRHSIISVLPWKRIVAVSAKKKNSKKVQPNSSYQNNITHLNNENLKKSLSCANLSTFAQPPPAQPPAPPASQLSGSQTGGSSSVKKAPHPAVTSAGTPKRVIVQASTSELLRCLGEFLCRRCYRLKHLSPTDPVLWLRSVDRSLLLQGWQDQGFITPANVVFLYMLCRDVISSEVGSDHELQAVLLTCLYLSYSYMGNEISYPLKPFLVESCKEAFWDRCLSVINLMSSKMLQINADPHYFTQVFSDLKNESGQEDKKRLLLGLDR
PKA-R2B act: activators of PKA-R2B holoenzyme, primary screen, biochemical, fluorescence polarization, Cy5-IP20, human; cAMP-dependent protein kinase catalytic subunit beta (Homo sapiens) + cAMP-dependent …; PKA-R2B holoenzyme dissociation; R2B truncated from residue 108, S112A mutant; 0% DMSO only, 100% 113 µM cGMP; activation, % at 11.4 µM; 340,000 tested, 0.079% active;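 active means activation above a cutoff set at the mean over all compounds plus 3 SD, cut at about 18% in these data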;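 further: higher means more holoenzyme dissociation and a rise in polarization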
dFosB activator: activators of delta FosB homodimer, primary screen, biochemical, fluorescence polarization, TAMRA-CDK5 oligo, single point; Protein FosB (Mus musculus), P13346; activation, % at 25 µM; 340,000 tested, 0.99% active; AID 493131, 2011; purified delta FosB; percent of positive-control signal above neutral wells;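 active means mean activation above about 17%, with every replicate also reaching it, limit read from the data, passing the limit was not always enough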;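 further: fluorescence polarization rise as delta FosB binds a TAMRA Cdk5 AP-1 oligo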
Target sequence (P13346 whole entry, looked up): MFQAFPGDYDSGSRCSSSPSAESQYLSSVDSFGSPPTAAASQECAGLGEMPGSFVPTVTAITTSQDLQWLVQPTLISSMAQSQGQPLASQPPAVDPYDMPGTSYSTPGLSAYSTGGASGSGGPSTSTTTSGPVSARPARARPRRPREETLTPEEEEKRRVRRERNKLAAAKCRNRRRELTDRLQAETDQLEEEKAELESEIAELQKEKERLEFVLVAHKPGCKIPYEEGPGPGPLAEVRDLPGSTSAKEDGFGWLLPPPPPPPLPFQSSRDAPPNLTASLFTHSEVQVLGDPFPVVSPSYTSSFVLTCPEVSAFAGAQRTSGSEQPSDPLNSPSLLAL
Arrestin-AP2 inh: inhibitors of beta-arrestin/AP2 binding, primary screen, biochemical, GPCR trafficking, flow cytometry; beta-arrestin 1 C-terminal peptide binding to AP2 beta2-adaptin appendage (human); FITC-arrestin peptide / GST-AP2 beads; AP2 beta2 appendage carries R879A mutation; inhibition, % at 10 µM; 340,000 tested, 0.31% active; AID 504490, 2011;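 active means inhibition above a set limit, near 3 SD of compounds lacking own fluorescence, cut at about 54% in these data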;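 further: plate controls were DMSO wells for no effect and 5 µM unlabelled arrestin peptide for full effect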
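system = GST-tagged AP2 beta2-adaptin appendage (R879A) on 4 µm glutathione beads | reagent = FITC-labelled arrestin peptide probe, 50 nM final | schedule = compound with beads 12 min RT, then probe 1 h RT | signal = HyperCyt-sampled flow cytometry, FL1 channel, ex 488/em 535 nm | read-out = percent response from loss of bead-bound FITC fluorescence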
SR-BI DiI-HDL act: activators of SR-BI mediated DiI-HDL uptake, primary screen, ldlA[mSR-BI] CHO cells, DiI fluorescence | 3 h; 100 = double the neutral-control signal | activation, % at 12.5 µM | 320,000 tested, 0.096% active | AID 504775, 2011;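 active means mean replicate activation of at least 60% and every replicate at or above 60%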;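 further: 0% = median plate neutral-control signal and 100% = twice that signal; values of inactives mirror those of a sister screen read the other way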
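System: LDL receptor-deficient CHO ldlA cells overexpressing murine SR-BI | Timing: 3 h uptake period with compound, 37 °C | Medium: HEPES-buffered (25 mM, pH 7.4) F12 plus 0.5% BSA | Dosing: Single-point compound dose | Signal: Bottom-read fluorescence, 550/595 nm | Read-out: Retained DiI signal reflecting DiI-HDL uptake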
PKA-R1A activ: activators of PKA-R1A holoenzyme, primary screen, biochemical, fluorescence polarization, Cy5-IP20, bovine R1A, mouse PKAc; PKA-R1A dissociation; scaled: DMSO 0%, 113 µM cGMP 100%; cAMP-dependent protein kinase type I-alpha regulatory subunit (Bos taurus) + …; activation, % at 11.4 µM; 340,000 tested, 0.083% active;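 active means percent activation above the mean of all tested compounds plus 3 SD, cut at about 19% in these data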;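 further: higher means more PKAc released from R1A so a rise in polarization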
* = called active by the depositor; / = not tested or not shown.

no.	Molecule	SR-BI HDL uptake	DSG3 Ab inh	NSD2 HMT inh	SUMO Mot1 rescue	MITF act	CDK5 inh	PKA-R2B act	dFosB activator	Arrestin-AP2 inh	SR-BI DiI-HDL act	PKA-R1A activ
1	CN(CCO)CC(O)Cn1cnc2c1c(=O)n(C)c(=O)n2C (configuration not stated) (tested in a mixture with another compound)	-20	94	/	-9	8	0.0	8	8	3	20	-2
2	O=[N+]([O-])c1ccc(N2CCN(Cc3ccc(Br)o3)CC2)cc1	20	104	10	-4	6	-0.2	-8	-3	-4	-20	-8
3	COc1cccc(CCN2CCC(CNS(=O)(=O)c3cc(-c4cc(C)no4)ccc3C)CC2)c1	20	107	19	6	-37	/	0	-5	-23	-20	-1
4	O=C(Nc1cccc(O)c1)c1cnn2cccnc12	-22	88	-2	-2	21	0.5	-7	-7	5	22	3
5	Cn1cnc(S(=O)(=O)N2CCN(c3cccc(C(F)(F)F)c3)CC2)c1	-10	/	2	-4	4	1.3	-9	-1	-19	10	3
6	O=C(CN1C(=O)CSC1=O)Nc1ccccc1F	-22	102	-1	5	-5	1.2	-7	3	0	22	5
7	COc1ccccc1/C=C1\SC(=S)N(CCC(=O)NCCc2ccc(O)cc2)C1=O	21	101	0	-6	1	-1.3	9	1	-7	-21	2
8	O=C(C1CC(=O)N(c2ccc3c(c2)OCCO3)C1)N1CCN(Cc2ccccc2F)CC1 (configuration not stated)	-12	102	2	6	2	-0.9	3	-2	-7	12	-1
9	CCN(CC)c1ncnc2ccc(Br)cc12	36	/	2	410*	-6	-0.8	2	-3	18	/	4
10	CC(C)(C)c1cc(CN2CCN(CCC#N)CC2)cc(C(C)(C)C)c1O	1	102	3	-10	-4	0.9	3	-8	11	-1	1

Structures listed so far that bear a hit mark in SUMO Mot1 rescue.
no.	Molecule	SR-BI HDL uptake	DSG3 Ab inh	NSD2 HMT inh	SUMO Mot1 rescue	MITF act	CDK5 inh	PKA-R2B act	dFosB activator	Arrestin-AP2 inh	SR-BI DiI-HDL act	PKA-R1A activ
9	CCN(CC)c1ncnc2ccc(Br)cc12	36	/	2	410*	-6	-0.8	2	-3	18	/	4

Remaining list, next part.
no.	Molecule	SR-BI HDL uptake	DSG3 Ab inh	NSD2 HMT inh	SUMO Mot1 rescue	MITF act	CDK5 inh	PKA-R2B act	dFosB activator	Arrestin-AP2 inh	SR-BI DiI-HDL act	PKA-R1A activ
11	Cc1ccccc1C(=O)Nc1ccc(C(=O)N/N=C/c2ccc(O)c(Br)c2)cc1	64	98	0	15	-8	-0.4	4	6	9	-64	-8
12	COc1ccc(Cl)c(NC(=O)NCCN2CCN(c3ccccc3)CC2)c1	30	/	-1	27	0	-1.4	-14	2	4	-30	-10
13	COc1cc(C(=O)NNC(=O)CSc2nnc3ccccn23)cc(OC)c1OC	-12	106	-4	0	2	-0.2	-5	0	2	12	-1
14	O=C(Nc1cccnc1)c1ccc(Cl)c([N+](=O)[O-])c1	0	96	5	3	-13	-1.1	-7	5	14	0	6
15	C=C(C)Cn1c(-c2cccc([N+](=O)[O-])c2)n[nH]c1=S	-6	92	-1	/	0	2.5	-6	2	25	6	-9
16	COc1ccc(C(=O)CN2C(=O)c3ccccc3C2=O)c(OC)c1C	19	97	-3	59	7	-2.0	-20	-8	9	-19	-8
17	Cc1ccc(Cl)cc1NC(=O)CN1CCOCC1	-16	103	-2	-7	/	0.6	-2	1	0	16	-5
18	CCSC(=Nc1ccccc1)C1=C(O)COC1=O	-23	101	6	7	-9	0.3	-2	2	-3	23	8
19	CCOC(=O)N1CCN(C(=O)CSCc2nc(-c3ccccc3C)oc2C)CC1	-1	100	-1	10	0	1.3	-3	-14	34	1	11
20	COc1ccc(/C(C)=N/NC(=O)c2sccc2-n2cccc2)cc1	18	109	3	0	6	-0.2	-16	-14	-3	-18	0

Additional results.
no.	Molecule	SR-BI HDL uptake	DSG3 Ab inh	NSD2 HMT inh	SUMO Mot1 rescue	MITF act	CDK5 inh	PKA-R2B act	dFosB activator	Arrestin-AP2 inh	SR-BI DiI-HDL act	PKA-R1A activ
21	COc1ccc(C(C)(C)C)cc1NC(=O)c1ccc2c(c1)SC1=NS(=O)(=O)CCN12	9	98	-3	7	17	0.5	-3	-5	2	-9	2
22	COc1ccccc1N1CCN(C(=O)C(Sc2ccccc2)c2ccccc2)CC1 (configuration not stated)	19	113	0	29	-16	1.3	-6	-6	-3	-19	-14
23	O=[N+]([O-])c1cc2c(cc1CN1CCN(c3ccc(F)cc3)CC1)OCO2	-3	102	5	18	1	1.0	9	1	40	3	3
24	O=C(COc1ccccc1-c1ccccc1)NNC(=O)NC1CCCCC1	6	100	2	17	-12	0.2	-9	-13	2	-6	-3
25	CC1CCCN(C(C(=O)Nc2ccc3c(c2)OCCO3)c2ccccc2)C1 (configuration not stated)	0	100	12	9	/	-0.7	-4	-11	-1	0	-4
26	COc1ccc(-c2ccc(-c3nnn(CC(=O)N4CCOCC4)n3)cc2)cc1	34	98	-4	-8	/	0.9	0	1	-4	-34	-11
27	CNc1nc(N)c([N+](=O)[O-])c(NCCO)n1	-30	102	28	12	0	6.6	0	1	-2	30	-9
28	CCOC(=O)c1ccc(NC(=O)COc2ccccc2CNCCc2ccccc2)cc1	-4	112	3	9	5	-0.7	-7	-35	-20	4	-5
29	CNC(=O)c1ccc(Nc2nnc(C)c3ccccc23)cc1	33	107	-2	7	18	-1.7	-5	-7	3	-33	-7
30	Cc1ccccc1C(=O)Nc1ccccn1	-1	/	-2	-3	3	-0.6	-11	3	12	/	-8

Some of these compounds in order of their number in SR-BI DiI-HDL act, falling:
no.	compound	SR-BI DiI-HDL act
1	CN(CCO)CC(O)Cn1cnc2c1c(=O)n(C)c(=O)n2C (configuration not stated) (tested in a mixture with another compound)	20
17	Cc1ccc(Cl)cc1NC(=O)CN1CCOCC1	16
14	O=C(Nc1cccnc1)c1ccc(Cl)c([N+](=O)[O-])c1	0
21	COc1ccc(C(C)(C)C)cc1NC(=O)c1ccc2c(c1)SC1=NS(=O)(=O)CCN12	-9
7	COc1ccccc1/C=C1\SC(=S)N(CCC(=O)NCCc2ccc(O)cc2)C1=O	-21

Additional results follow:
no.	Molecule	SR-BI HDL uptake	DSG3 Ab inh	NSD2 HMT inh	SUMO Mot1 rescue	MITF act	CDK5 inh	PKA-R2B act	dFosB activator	Arrestin-AP2 inh	SR-BI DiI-HDL act	PKA-R1A activ
31	Cc1nn(-c2ccccn2)c2nc(-c3cccs3)cc(C(=O)N3CCOCC3)c12	-21	99	-5	-9	26	-2.9	0	-22	11	21	-9
32	Cc1c(C)n2c(SCC(=O)Nc3cccc4ccccc34)nnc2[nH]c1=O	-11	102	1	6	-5	0.2	-1	1	9	11	-3
33	Cc1cc2[nH]c(=O)c(=O)[nH]c2cc1S(=O)(=O)NCc1ccccc1	-11	98	1	-22	8	1.6	-1	-8	-7	11	-7
34	O=C(Nc1ccccc1-c1ccccc1)c1cc(C(F)(F)F)cc(C(F)(F)F)c1	-15	123	-2	/	-1	-2.5	-2	-1	10	15	8
35	CCn1c(SCC(=O)N2CCOCC2)nc2sc3c(c2c1=O)CCCC3	0	106	0	138	-5	-0.4	7	-3	-1	0	-6
36	CN(C)CCN(C(=O)c1ccc2c(c1)OCCO2)c1nc2cc3c(cc2s1)OCO3	7	125	12	-10	24	-0.9	9	0	0	-7	5
37	COc1ccc(OCCC(=O)c2ccc(OC)cc2)cc1	-10	106	-2	614*	3	2.3	-13	-4	-16	10	-9
38	COc1cc(/C=C2/C(=O)NN(c3ccc(Cl)cc3)C2=O)cc(Br)c1O	/	111	28	53	-14	1.0	2	-9	6	/	-17
39	COc1ccc(NC(=S)NCc2ccc(S(N)(=O)=O)cc2)c(OC)c1	-15	94	-2	1	2	1.1	0	-3	10	15	-5
40	COc1ccc(CNc2cc(NCCCO)c([N+](=O)[O-])c3nonc23)cc1	8	105	0	170	-13	-2.5	-3	-3	3	-8	9

(continued)
no.	Molecule	SR-BI HDL uptake	DSG3 Ab inh	NSD2 HMT inh	SUMO Mot1 rescue	MITF act	CDK5 inh	PKA-R2B act	dFosB activator	Arrestin-AP2 inh	SR-BI DiI-HDL act	PKA-R1A activ
41	COc1ccc(C(NC(=O)c2cc(OC)ccc2OC)c2ccccc2)cc1 (configuration not stated)	13	110	7	1	-5	3.0	2	-16	22	-13	15
42	COc1ccc(NC(=O)c2cc(-c3ccco3)nc3ccccc23)cc1	33	65*	-1	231	/	1.8	-8	-7	6	-33	1
43	Cc1ccc(N2CCN(CC3CC=CCC3)CC2)cc1 (configuration not stated)	-12	111	20	38	17	-1.9	1	-12	-10	12	-2
44	CSc1cccc(NC(=O)Nc2nc3c(C)cccc3s2)c1	36	99	-3	3	2	-6.5	-14	12	9	-36	7
45	O=C(NCCc1ccccn1)c1c(-c2ccccc2)sc2ccccc12	2	107	/	47	6	-0.2	10	3	0	-2	4
46	Cc1nc(-c2cc(C#N)c(=O)[nH]c2C)cs1	-20	110	-1	-6	/	-0.2	6	-3	13	20	-5
47	c1ccc(CCSc2nccn2-c2ccccc2)cc1	12	101	1	-15	/	0.0	1	3	4	-12	-9
48	S=C(Nc1ccccc1)Nc1nc2ccccc2n1CCOc1ccccc1	/	/	1	-8	/	-0.8	-8	-1	-1	/	-4
49	CC1Sc2ccc(C(=O)NCc3ccccc3Cl)cc2NC1=O (configuration not stated)	20	97	-5	-10	33	-1.1	14	1	8	-20	4
50	O=C(CCCN1C(=O)c2ccccc2C1=O)Nc1ccc(S(=O)(=O)N2CCCCC2)cc1	10	99	-3	9	-5	-4.8	6	-9	0	-10	5
